Assay outcomes deposited in PubChem by National Center for Advancing Translational Sciences (NCATS).
Pf growth 48h: inhibits P. falciparum growth in the first generation, 48 h | P. falciparum luciferase growth in erythrocytes, 48 h | hit rate 5.9% among 310,000 | Potency, µM (series often up to 28.7 µM), for inactives: at the top dose activity change, negative = inhibition, most hits filed as inhibitors
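First compound was added to culture medium, then infected red cells at 0.1% parasitemia and 2% hematocrit (final). After incubation at 37 C under 5% CO2, luciferase detection reagent was dispensed and light output recorded.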
TbPYK inhibitor: T. brucei pyruvate kinase inhibition | Q57TT1 | TbPYK enzyme, Kinase-Glo Plus ATP luminescence, 45 min | Potency, µM (series often up to 76.8 µM), inactives show at the top dose activity, negative = inhibition, most hits filed as inhibitors | hit rate 0.12% among 410,000 | AID 624173; also: nearly all actives have a fitted effect of over 50% in size
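T. brucei PYK with substrate was exposed to pin-transferred compounds across a concentration series, then started with 130 uM ADP (final). After 45 min at room temperature, Kinase-Glo Plus luminescence was read, normalized and curve-fitted.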
HCV inh: inhibitors of hepatitis C virus infection; Huh7.5.1 HCVcc-Cre infection, luciferase reporter, 44 h; Potency, µM (doses to about 41.8 µM), without a hit: at the top dose activity change, negative = inhibition, actives largely listed as inhibitors; hit rate 3.4% among 340,000; AID 651820
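Cells (1,000/well) were plated 4 h before compound, then infected with HCVcc-Cre virus (~0.5 moi). After 44 h further culture, infection was read as luciferase luminescence following a 15 min substrate incubation at room temperature.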
LmPK inhibitor: LmPK (Leishmania mexicana) enzyme inhibition; Q27686; purified LmPK, Kinase-Glo ATP luminescence, 1 h; Potency, µM (doses to about 57.5 µM), without a hit: at the top dose activity change, negative = inhibition, actives largely listed as inhibitors; hit rate 0.37% among 290,000
Target sequence (Q27686 whole entry, looked up): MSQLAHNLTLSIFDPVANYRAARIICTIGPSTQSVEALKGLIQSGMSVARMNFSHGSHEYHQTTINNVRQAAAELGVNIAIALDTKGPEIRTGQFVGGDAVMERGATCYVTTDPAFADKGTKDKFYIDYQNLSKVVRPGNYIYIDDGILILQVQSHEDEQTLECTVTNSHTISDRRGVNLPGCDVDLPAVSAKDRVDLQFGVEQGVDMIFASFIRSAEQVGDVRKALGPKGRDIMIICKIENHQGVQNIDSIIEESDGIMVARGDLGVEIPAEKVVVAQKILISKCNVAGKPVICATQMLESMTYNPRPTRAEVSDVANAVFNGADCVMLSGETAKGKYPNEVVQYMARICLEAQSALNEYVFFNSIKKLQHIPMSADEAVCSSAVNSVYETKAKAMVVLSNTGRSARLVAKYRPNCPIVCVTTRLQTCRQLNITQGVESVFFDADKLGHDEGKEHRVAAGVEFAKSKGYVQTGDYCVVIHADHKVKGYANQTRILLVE
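ATP generated from ADP (0.1 mM) and PEP (0.5 mM) by 0.1 nM LmPK over 1 h at room temperature (pH 7.2 imidazole buffer) was detected by coupled luciferase luminescence. Values were normalized to uninhibited and no-enzyme wells.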
Sm TGR inh: blocks Schistosoma mansoni thioredoxin glutathione reductase. Potency, µM (series often up to 114 µM), without a hit: at the highest dose activity change, negative = inhibition, most hits filed as inhibitors. purified TGR, DTNB reduction, TNB absorbance 405 nm. Q962Y6. AID 485364. hit rate 3% among 360,000; also: nearly all actives have a fitted effect of over 60% in size
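First, TGR (20 nM dispensed) and NADPH were mixed with compound. Second, a 15 min room-temperature incubation followed. Third, further NADPH and then DTNB were added to start the reaction. Finally, TNB absorbance was monitored kinetically.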
Pf growth 96h: P. falciparum growth inhibition at 96 hours | P. falciparum luciferase reporter growth, 96 h | Potency, µM (series often up to 28.7 µM), for the others: top-dose activity change, negative = inhibition, usual class: inhibitors | hit rate 6.9% among 320,000
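Parasite growth measured via integrated firefly luciferase reporter in P. falciparum. Infected erythrocytes at 2% hematocrit, 0.05% parasitemia final were treated 96 hours at 37 C under 5% CO2, and luminescence was read.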
* hit, by the source's call; ? = inconclusive; nt = no result given; & = joins results of further samples; [ ] = another dose, or the depositor's remark. Calls follow the shape of the dose curve; as a rule, active = well fitted curve in the direction sought with a large enough effect; inconclusive = small, poorly fitted or top-dose-only effect, or another doubt; inactive = no such curve, though single readings can be large; an effect the other way counts as inactive or inconclusive. % is scaled to controls: 0 for no effect and ±100 for the full control effect; potency is read from the fitted curve at half-maximal effect. Rows are unselected (roughly 16% active in at least one column).

SMILES	Pf growth 48h	TbPYK inhibitor	HCV inh	LmPK inhibitor	Sm TGR inh	Pf growth 96h
Cc1ccccc1Cn1nc(C)c(NC(=O)c2cc3n(n2)C(C(F)F)CC(C(F)F)N3)c1C (stereo not given)	?	-3%	-15%	1%	-11%	7%
CCN(C(=O)CSc1cc(-c2ccccc2)c2ccc(OC)cc2n1)C1CCS(=O)(=O)C1 (stereo not given)	-10%	-12%	?	-1%	-5%	?
O=C(O)C1C2C=CC(C2)C1C(=O)NCc1ccco1 (stereo not given)	-7%[5.75 µM]	6%	9%	1%	-32%	-13%
O=C(C1CCN(S(=O)(=O)c2ccc(Br)s2)CC1)N1CCc2ccccc21	6%	-6%	?	5%	-15%	?
CC(C)CCc1c(O)nc(SCC(C)C)[nH]c1=O	0%	4%	-1%	4%	0%	29%
COc1ccc(-c2nc3ccc(C(=O)NCC(OC)OC)cc3nc2-c2ccc(OC)c(OC)c2)cc1OC	4.1µM*	-3%	-27%	-9%	6%	13%
Cc1occc1C(=O)Nc1nnc(C(F)(F)F)s1	8%	-6%	3%	-11%	-2%	nt
Cc1cc(C(=O)NNc2ccc(Cl)cc2)no1	1%	-3%	-5%	3%	-11%	0%
NC(=O)Nc1ccc2c(c1)OCCO2	nt	0%	6%	5%	-8%	70%[activator]
COc1cccc(C2/C(=C(/O)c3ccc(F)cc3)C(=O)C(=O)N2CCN(C)C)c1 (stereo not given)	7%	1%	6%	-5%	9%	12%
COc1ccc(/C=N/NC(=O)CN2CCCc3ccccc32)c(OC)c1	-15%	6%	6%	5%	-15%	12%
O=C(NC(=S)NCc1nc2ccccc2[nH]1)c1ccc(F)cc1	52%[activator]	-5%	-9%	-1%	?	131%[activator]
COCCn1c(N)c(N(Cc2ccccc2)C(=O)COc2ccc(F)cc2Cl)c(=O)[nH]c1=O	9%	4%	-6%	nt	1%	2%
COc1ccc(S(=O)(=O)Nc2ccc3oc(C)c(C(C)=O)c3c2)cc1	nt	1%	7.9µM*	-1%	-28%	nt
c1csc(-c2noc(CN3CCN4CCCC4C3)n2)c1 (stereo not given)	73%[activator]	-11%	-2%	2%	-20%	?
COc1ccc(Nc2cc(C(=O)NCc3cccnc3)c3ccccc3n2)c(OC)c1	11%	nt	nt	3%	1%	?
O=C(CCC(=O)N(CC(=O)NC1CCCC1)c1ccc(F)cc1)Nc1nccs1	-10%	-1%	-4%	-8%	-3%	4%
CCOC(=O)c1sc(Nc2ccccc2Cl)nc1C	113%[activator]	6%	?	-5%	3%	152%[activator]
COc1ccc(C(=O)Nc2ccc(Nc3ccccc3)cc2)cc1OC	?	-3%	-25%	1%	-10%	?
CC(C)C(NS(=O)(=O)c1cccs1)C(=O)NCCCN1CCCCCC1 (stereo not given)	?	0%	16%	-3%	-19%	27%
Cc1cc(C)c(NC(=O)/C=C\C(=O)O)c([N+](=O)[O-])c1	nt	-13%	5%	2%	16µM*	7%
COc1ccc(CCNC(=O)C2CCN(C(=O)c3cccs3)CC2)cc1	-19%	7%	-12%	-1%	4%	?
CC(=O)Nc1ccc2c(c1)nc(CCN1CCC(C)CC1)n2C	nt	-3%	12%	6%	5%	11%
COCCCN(Cc1ccco1)C(=O)CSc1nc2ncccc2[nH]1	3%	30%	2%	0%	0%	13µM*
COc1cc2c(cc1OC)C(CCc1ccccc1)=NCC2	0%	1%	11%	0%	0%	0%
COc1cccc(C2c3[nH]c4ccccc4c3C[C@H]3C(=O)N(c4ccccc4C(=O)N4CCC[C@H]4C(=O)O)C(=O)N23)c1 (stereo not given in full)	?	-7%	2.2µM*	-2%	0%	?
Cc1ccc(CNC(=O)C2CCN(S(=O)(=O)N3CCCC3)CC2)cc1	7%	-6%	10%	4%	-10%	-9%
COc1ccc(-c2nnnn2-c2ccccc2OC)cc1	-19%	-2%	?	0%	1%	-19%
COc1ccccc1NC(=O)CSc1nc(=O)n2cc(C)ccc2n1	?	-5%	-15%	nt	0%	4%
CN(C)CCNC(=O)c1onc(CSc2ccc(F)c(F)c2)c1C(=O)NCCN(C)C	8.3µM*	3%	13µM*	5%	-2%	6.6µM*
CCOc1ncccc1C(=O)OCC(=O)Nc1ccc(S(=O)(=O)N2CCOCC2)cc1	0%	-8%	-14%	0%	-4%	2%
Cc1cccc(NC(=O)Nc2ccc(F)cc2)n1	62%[activator]	4%&4%	-16%	10%	3%&1%	67%[activator]
N#CCC(N)=C(C#N)C#N	0%	4%	4%[8.37 µM]	-2%	13%	?
O=C(O)c1ccc2[nH]c3c(c2c1)CCCC3	5%	-27%	19%	-6%	-15%	0%
O=C(NNC(=O)c1cc2cc3ccccc3nc2s1)c1cccc(C(F)(F)F)c1	2%	3%	-9%	1%	7%	112%[activator]
COc1ccccc1NC(=O)C1CCN(C(=O)c2ccco2)CC1	6%	-2%	12%	-3%	-5%	25%
CCN1CCN(c2nnc(-c3ccccc3)c3ccccc23)CC1	15%	-1%	-7%	3%	4%	?
CC(C)(C)n1nc2c(c1NC(=O)Cc1cccc3ccccc13)CS(=O)C2 (stereo not given)	nt	-9%	15%	5%	3%	-21%
Cc1ccc(N2CCN(S(=O)(=O)c3ccc4c(c3)oc(=O)n4C)CC2C)cc1 (stereo not given)	?	-14%	-13%	12%	0%	?
O=c1[nH]c(-c2ccccc2Cl)nc2c1sc(=S)n2-c1ccccc1	51%[activator]	1%	8%	4%	13%	56%[activator]
O=C(NCC(=O)N1CCN(c2ccccc2F)CC1)c1ccc(Br)o1	-3%	-1%	20%	nt	3%	-2%
CCCCCCCCCCCC[N+](C)(C)CCOc1ccccc1	4.3µM*	0%	nt	nt	nt	2.4µM*
O=C(NNc1ccc([N+](=O)[O-])cc1)C1CC1c1ccccc1 (stereo not given)	19%	-24%	?	3%	0%	18%
Cc1cc(C#N)c(C)n1-c1cc(C(F)(F)F)ccc1N1CCOCC1	?	-5%	-2%	0%	?	?
COc1ccc(CC(=O)NNC(=O)COc2ccc(Br)cc2C)cc1OC	1%	-8%	17%	10%	-8%	-25%
Cc1nn(-c2ccccc2)c(Oc2ccccc2)c1C=O	-3%	-3%	?	-6%	-1%	-22%
Cc1cc(-c2nnc(SCC(=O)Nc3c(C)cccc3C)n2N)n[nH]1	-17%	-1%	12%	5%	0%	-18%
CS/C(N)=N/S(=O)(=O)c1ccc(NC(C)=O)cc1	4%	-6%	-4%	-1%	5%	51%[activator]
O=C(NNC(=O)c1ccc(Br)s1)c1csc(N2CCOCC2)n1	-15%	-4%	6%	nt	-9%	-30%
O=C(CN1CCN(c2ccccc2F)CC1)Nc1nnc(C(F)(F)F)s1	0%	3%	11%	3%	34%	-53%[1.15 µM]
CCOC(=O)N/N=C/c1ccc(F)cc1	59%[activator]	-17%	5%	-3%	0%	63%[activator]
Cc1ccc(CSCCNC(=O)CN2C(=O)c3ccccc3S2(=O)=O)cc1	-12%	-6%	7%	4%	1%	?
COC(=O)C1=C(c2ccc(C(C)=O)cc2)C[C@@H]2CC[C@H]1N2C(=O)NC1CC1	-5%	-2%	10%	nt	?	14%
C=CCC(=O)NC1CC(C)(C)Cc2c1cnn2-c1ccccc1C (stereo not given)	?	0%	-1%	5%	-25%	-22%
COc1ccccc1C(=O)N/C(=C/c1ccc(Br)cc1)C(=O)NCCCn1ccnc1	?	0%	-22%	-6%	0%	?
COc1ccc(-c2nc(CS(=O)CC(=O)NC3CCCC(C)C3C)c(C)o2)cc1OC (stereo not given)	-14%	0%	-15%	10%	13µM*	12µM*
CCCCn1c(N)c(N(CCOC)C(=O)c2cccc(-n3cnnn3)c2)c(=O)[nH]c1=O	0%	4%	-21%	nt	2%	7%
CCOC(=O)c1c(C)[nH]c(N=Nc2cccc(C)c2)c1C	-56%	1%	-19%	-8%	-11%	nt
CCOc1ccc(C(=O)Nc2cc(-c3nc4ccccc4[nH]3)ccc2C)cc1[N+](=O)[O-]	?	3%	?	2%	1%	8%
COC(=O)CN1C(=O)C2(C(C#N)=C(N)Oc3cc(C)oc(=O)c32)c2ccccc21 (stereo not given)	?	-5%	10%	5%	-58%	12%

Ten structures already listed, ordered by length of the SMILES, falling.
SMILES	Pf growth 48h	TbPYK inhibitor	HCV inh	LmPK inhibitor	Sm TGR inh	Pf growth 96h
CCOc1ccc(C(=O)Nc2cc(-c3nc4ccccc4[nH]3)ccc2C)cc1[N+](=O)[O-]	?	3%	?	2%	1%	8%
COC(=O)C1=C(c2ccc(C(C)=O)cc2)C[C@@H]2CC[C@H]1N2C(=O)NC1CC1	-5%	-2%	10%	nt	?	14%
CCCCn1c(N)c(N(CCOC)C(=O)c2cccc(-n3cnnn3)c2)c(=O)[nH]c1=O	0%	4%	-21%	nt	2%	7%
COc1ccc(-c2nc(CS(=O)CC(=O)NC3CCCC(C)C3C)c(C)o2)cc1OC (stereo not given)	-14%	0%	-15%	10%	13µM*	12µM*
COc1ccccc1C(=O)N/C(=C/c1ccc(Br)cc1)C(=O)NCCCn1ccnc1	?	0%	-22%	-6%	0%	?
O=C(CN1CCN(c2ccccc2F)CC1)Nc1nnc(C(F)(F)F)s1	0%	3%	11%	3%	34%	-53%[1.15 µM]
C=CCC(=O)NC1CC(C)(C)Cc2c1cnn2-c1ccccc1C (stereo not given)	?	0%	-1%	5%	-25%	-22%
CCOC(=O)c1c(C)[nH]c(N=Nc2cccc(C)c2)c1C	-56%	1%	-19%	-8%	-11%	nt
CS/C(N)=N/S(=O)(=O)c1ccc(NC(C)=O)cc1	4%	-6%	-4%	-1%	5%	51%[activator]
CCOC(=O)N/N=C/c1ccc(F)cc1	59%[activator]	-17%	5%	-3%	0%	63%[activator]

Later entries:
SMILES	Pf growth 48h	TbPYK inhibitor	HCV inh	LmPK inhibitor	Sm TGR inh	Pf growth 96h
O=[N+]([O-])c1ccc2nc(SCc3cn4ccccc4n3)[nH]c2c1	-6%	-5%	-28%	-1%	-4%	?
O=C(CCN1CCc2ccccc2C(c2ccccc2)C1)c1ccc2c(c1)OCCO2 (stereo not given)	nt	?	?	-1%	0.56µM*	-9%
CC(C)c1cc(C(=O)Nc2cc(Cl)ccc2O)no1	?	-4%	10µM*	-2%	2%	?
COc1ccc(Cl)cc1C(=O)Nc1cc(=O)n(C)c(=O)n1C	2%	1%	5%	-1%	2%	21%
CCn1c(CN2CCN(C(c3ccccc3)c3ccccc3)CC2)nc2c1c(=O)n(C)c(=O)n2C	nt	-4%	?	1%	?	3.3µM*
COc1nc(NC2CCCCC2)nc(N2CCCCCC2)n1	?	-6%	-17%	5%	0%	?
Cc1ccc2nc(NS(=O)(=O)c3cn(C)nc3C)sc2c1	?	2%	5%	-9%	4%	35%[activator]
Cc1cc(=O)n(C)c(=O)n1CCCCCCOc1cccc([N+](=O)[O-])c1	-6%	2%	7.1µM*	0%	5%	4.1µM*
O=c1c2ccccc2nc(COc2ccccc2)n1/N=C/c1ccco1	118%[activator]	3%	19%	5%	40µM*	-6%
O=C(Cc1ccccc1)NC(NCCc1ccccc1)C(Cl)(Cl)Cl (stereo not given)	0%	3%	-9%	-1%	2%	?
Cc1ccc(OCC(=O)N/N=C2/SCC(=O)N2Cc2ccccc2)cc1	-12%	-7%	3%	4%	-7%	84%[activator]
O=C(CSc1nc(O)c(Cc2ccccc2F)c(=O)[nH]1)N1CCCCCC1	5%	2%	25%	-2%	4%	nt
CC1(C)C2CCC1(C)C(OC(=O)CCn1ccnc1)C2 (stereo not given)	?	-6%	6%	0%	3%	nt
Cn1c(SCC(=O)NC2CC2)nnc1-c1cccc(NC(=O)c2ccccc2F)c1	-16%	1%	0%	-2%	8%	22%
CC1CCC(C(C)C)C(=O)/C1=C\c1ccc(NC(=O)CCC(=O)O)cc1 (stereo not given)	-15%	2%	18%	1%	-4%	19%
